Screening data (PubChem)
KCNQ1 block: human KCNQ1 channel inhibition. AID 2642. CHO-K1 KCNQ1, FluxOR thallium flux fluorescence; stronger effect = higher value. P51787. actives 1.3% (n = 310,000). B-score at 10 µM;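 active = compounds whose thallium flux B-score, printed positive for inhibition, exceeds three library SD while starting fluorescence stays within three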;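 note: channel opened by potassium depolarization with thallium stimulus after 20 min compound exposure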
Target sequence (P51787 whole entry, looked up): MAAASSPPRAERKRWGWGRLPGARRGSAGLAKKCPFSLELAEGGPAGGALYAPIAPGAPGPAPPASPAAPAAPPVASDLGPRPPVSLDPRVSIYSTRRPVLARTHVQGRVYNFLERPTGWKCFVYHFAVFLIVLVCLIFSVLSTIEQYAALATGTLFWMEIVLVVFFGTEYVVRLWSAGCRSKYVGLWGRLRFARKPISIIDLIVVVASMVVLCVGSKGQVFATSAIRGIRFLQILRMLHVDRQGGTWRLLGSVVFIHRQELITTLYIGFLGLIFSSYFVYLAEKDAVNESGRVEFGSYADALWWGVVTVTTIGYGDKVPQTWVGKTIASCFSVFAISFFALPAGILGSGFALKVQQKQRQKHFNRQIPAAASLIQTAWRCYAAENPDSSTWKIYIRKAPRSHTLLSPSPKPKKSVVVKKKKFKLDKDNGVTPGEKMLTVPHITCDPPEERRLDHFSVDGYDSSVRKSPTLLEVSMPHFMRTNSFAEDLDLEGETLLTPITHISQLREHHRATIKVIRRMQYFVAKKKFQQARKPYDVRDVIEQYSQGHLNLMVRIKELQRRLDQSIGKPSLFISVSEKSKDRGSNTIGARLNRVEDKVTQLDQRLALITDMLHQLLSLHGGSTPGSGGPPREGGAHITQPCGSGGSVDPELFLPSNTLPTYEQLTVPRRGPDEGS
KCNK9 inh: human KCNK9 channel inhibition. actives 1.2% (n = 310,000). Q9NPC2. HEK293 KCNK9, FluxOR thallium flux fluorescence; stronger effect = lower value. B-score at 10 µM;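 active = ratio B-score over 3 SD below the library mean, with starting fluorescence within 5 SD of its mean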;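 note: negative B-score means less thallium flux so channel inhibition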
Target sequence (Q9NPC2 whole entry, looked up): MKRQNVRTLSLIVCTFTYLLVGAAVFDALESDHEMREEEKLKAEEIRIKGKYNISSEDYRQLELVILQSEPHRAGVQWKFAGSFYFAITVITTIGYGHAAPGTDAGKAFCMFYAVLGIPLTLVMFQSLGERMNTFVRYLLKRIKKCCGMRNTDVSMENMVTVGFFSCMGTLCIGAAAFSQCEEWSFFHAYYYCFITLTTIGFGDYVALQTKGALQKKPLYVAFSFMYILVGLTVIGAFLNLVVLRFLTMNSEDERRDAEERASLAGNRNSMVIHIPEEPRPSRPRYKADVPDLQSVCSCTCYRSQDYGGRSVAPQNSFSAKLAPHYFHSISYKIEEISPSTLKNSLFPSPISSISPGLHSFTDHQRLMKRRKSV
KCNK3 block: human KCNK3 channel inhibition, primary screen; AID 602410; actives 0.84% (n = 340,000); B-score at 10 µM; CHO-KCNK3 thallium flux, FluxOR fluorescence; stronger effect = lower value;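 active = B-score under library mean minus 4 SD, starting fluorescence ratio at most library mean plus 5 SD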;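 note: more negative B-score means stronger inhibition of thallium flux through KCNK3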
KCNQ1 act: potentiates or activates the human KCNQ1 potassium channel. AID 2648. P51787. B-score at 10 µM. CHO-K1 KCNQ1, thallium flux FluxOR fluorescence; stronger effect = higher value. actives 0.35% (n = 310,000);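 active = fluorescence ratio B-score, a plate-corrected score, at least three library SD, with initial intensity B-score within 5 SD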
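Medium – assay buffer, equal DMSO in all wells · Material – CHO-K1 cell line with stable KCNQ1 potassium channel expression · Signal – kinetic FluxOR thallium fluorescence, 10-s 1-Hz baseline, 110-s post-stimulus read · Compound – single concentration per compound, DMSO matched to controls · Schedule – 37 °C overnight plating, 90-min dark dye load, 20-min compound pretreatment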
Platelet DG rel: platelet dense granule release activity; human platelet-rich plasma, SFLLRN dense granule ATP release, luminescence; inhibition, %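 (compounds screened at 7.5 µM in platelet-rich plasma)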; actives 0.22% (n = 300,000); AID 1663;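 active = mean replicate score, as percent of positive control, at or above 50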
hERG protect: shields human hERG channel from block by proarrhythmic agents; activation (rescue from dofetilide block), less the hit threshold, % at 10 µM; AID 1511; Q12809; actives 0.51% (n = 310,000); CHO-hERG, FluxOR thallium flux, dofetilide IC70 present;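 active = activation above the mean of controls blocked by dofetilide plus 5 SD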;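 note: thallium influx through hERG after potassium depolarization seen as dye fluorescence rise; in these data hits start at about 4.7%; inactives centre near -7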
TRPC4 block: blocks the mouse TRPC4 cation channel; Q9QUQ5; HEK293 TRPC4beta/mu-opioid, DAMGO-evoked Fluo4 calcium flux; stronger effect = lower value; B-score at 10 µM; actives 0.39% (n = 300,000); AID 2247;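 active = B-score over 3 SD under the library average, no early fluorescence shift, positive overall ratio signal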
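Material: HEK293 cells with stable TRPC4beta plus mu-opioid receptor expression; probe or stimulus: DAMGO in two steps, submaximal then maximal; technique: Fluo4 calcium fluorescence by kinetic imaging, 5 s 1 Hz baseline; measure: integrated fluorescence ratio relative to baseline, converted to per-well B score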
Dyrk1A ADPGlo: blocks rat Dyrk1A kinase activity. actives 0.43% (n = 310,000). inhibition, % at 12.5 µM. AID 504441. ADP-Glo luminescence, NFATc1 peptide; in the data active = inhibition above about 50%;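 note: plate controls were vehicle with enzyme for no effect and no enzyme for full effect; many of its hits are not listed in these tables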
PolyA inhibitor: inhibitors of polyadenylation in S. cerevisiae. S. cerevisiae SKY197-pL101 polyadenylation reporter, beta-gal luminescence; efflux-impaired pdr1/pdr3 knockout yeast; score 100 = 6 SD above DMSO. calls only at 12 µM. actives 0.02% (n = 300,000). AID 1875;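 active = lowest replicate activity score at least 50, where 100 means six control SD above control mean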;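 note: yeast exposed to compound for 9 h at 30 °C; higher score means more reporter readthrough which indicates perturbed polyadenylation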
TRPC4 potent: allosterically enhances the mouse TRPC4 cation channel; Q9QUQ5; HEK293 TRPC4beta/mu-opioid, DAMGO EC20, Fluo-4 Ca2+ flux; stronger effect = higher value; B-score at 10 µM; actives 0.42% (n = 310,000); AID 2227;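 active = B-score of calcium response area above 5 SD of library B-scores, with initial fluorescence ratio within 5 SD of library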;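 note: B-score of integrated fluorescence ratio over time as area under calcium response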
TRPC4 agonist: activators of mouse TRPC4 channel | Q9QUQ5 | HEK293 TRPC4beta/mu-opioid, Fluo4 calcium fluorescence; stronger effect = higher value | B-score at 10 µM | actives 0.49% (n = 310,000) | AID 2237;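 active = B-score above 5 SD of library B-scores, and initial fluorescence ratio not above library mean plus 5 SD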;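 note: positive B-score marks a calcium rise read as TRPC4 activation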
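Material: HEK293 stable line with TRPC4beta plus mu-opioid receptor; technique: Fluo4 calcium-sensitive dye fluorescence, kinetic, 1 Hz baseline; timing: Fluo4 dye loading 45 min at room temperature, 110 s recording; controls: assay buffer as low control, maximal DAMGO as high control; read-out: integrated baseline-normalised fluorescence ratio, converted to per-well B score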
Active calls of the source: *; i = inactive; · = not tested or not shown.

The line under a structure holds: KCNQ1 block	KCNK9 inh	KCNK3 block	KCNQ1 act	Platelet DG rel	hERG protect	TRPC4 block	Dyrk1A ADPGlo	PolyA inhibitor	TRPC4 potent	TRPC4 agonist
O=[N+]([O-])c1ccc(N2CCN(c3ccccc3)CC2)nc1
 : i	i	i	i	1	-1	i	-1	i	i	i
Cn1c(N)c(C(=O)Nc2ccccc2)c(=O)[nH]c1=O
 : i	i	·	i	3	-7	i	·	i	i	i
Cc1cccc(N(C(=O)c2snc(C(N)=O)c2N)C(C(=O)NCC2CCCO2)c2cccs2)c1 (centres undefined)
 : i	i	i	i	-5	-14	i	0	i	i	i
CCOC(=O)CN1C(=O)N[C@@H](c2cccc(F)c2)C(C(C)=O)=C1C
 : i	i	i	i	5	-5	i	5	i	i	i
COc1ccc(Br)cc1CN1CCN(C(=O)c2ccc(F)cc2)CC1
 : i	i	i	i	9	-19	i	-1	i	i	i
CCCCN(CC)C(=O)CSc1nc2c(sc(=S)n2-c2ccc(OCC)cc2)c(=O)[nH]1
 : 8*	i	i	i	3	-19	i	-2	i	i	i
CCOc1cc(NC(=S)NCCCN2CCOCC2)c(OCC)cc1NC(=O)c1ccccc1C
 : i	i	i	i	0	-6	i	0	i	i	i
Cc1cc2nc(C3CCCN(C(=S)Nc4ccccc4C)C3)[nH]c2cc1C (centres undefined)
 : i	i	i	i	16	-7	i	1	i	i	i
Cc1ccsc1C1C(C#N)=C(N)Oc2n[nH]c(C)c21 (centres undefined)
 : i	i	i	i	-7	-8	i	·	i	i	i
Nc1nonc1C(=O)N/N=C/c1ccc(-c2ccc(Cl)c(C(=O)O)c2)o1
 : i	i	i	i	-2	-5	i	2	i	i	i
CCOC(=O)N1CCC(NC(=O)c2cc(C(=O)NCC(OC)OC)ccc2CO)CC1
 : i	i	i	i	1	-7	i	-2	i	i	i
COc1ccc(S(=O)(=O)N2CCC(C(=O)NCC3CCCO3)CC2)cc1Cl (centres undefined)
 : i	i	i	i	3	-4	i	-2	i	i	i
CC(=O)c1ccc(NC(=O)N[C@@H](Cc2ccccc2)C(=O)O)cc1
 : i	i	i	i	2	-12	i	-9	i	i	i
COc1ccc(C2/C=C\CN(C(=O)Nc3ccccc3)CC(=O)N2Cc2ccc(F)cc2)cc1 (centres undefined)
 : i	i	i	i	1	-12	i	2	i	i	i
Cc1ccc(NC(=O)CSc2ccc3c(c2)OCCO3)c(O)c1
 : i	i	i	i	-3	-9	i	1	i	i	i

Full records from above. Values in the order: KCNQ1 block	KCNK9 inh	KCNK3 block	KCNQ1 act	Platelet DG rel	hERG protect	TRPC4 block	Dyrk1A ADPGlo	PolyA inhibitor	TRPC4 potent	TRPC4 agonist
Cn1c(N)c(C(=O)Nc2ccccc2)c(=O)[nH]c1=O is listed with i	i	·	i	3	-7	i	·	i	i	i
O=[N+]([O-])c1ccc(N2CCN(c3ccccc3)CC2)nc1 is listed with i	i	i	i	1	-1	i	-1	i	i	i

Later entries
The line under a structure holds: KCNQ1 block	KCNK9 inh	KCNK3 block	KCNQ1 act	Platelet DG rel	hERG protect	TRPC4 block	Dyrk1A ADPGlo	PolyA inhibitor	TRPC4 potent	TRPC4 agonist
Cc1nn(Cc2ccc(F)cc2)c(C)c1NC(=O)c1cnn2c1NC(c1ccccc1)CC2C(F)(F)F (centres undefined)
 : i	i	i	i	16	-10	i	-3	i	i	i
O=C(Cc1ccccc1)NCc1n[nH]c(=S)n1-c1ccc(Br)cc1
 : i	i	i	i	-2	-9	i	0	i	i	i
Cc1ccc(NC(=O)c2ccc(OC(=O)c3ccco3)cc2)cc1
 : i	i	i	i	1	-3	i	2	i	i	i
O=C(c1cc(S(=O)(=O)N2CCOCC2)ccc1F)N1CCN(Cc2ccccc2)CC1
 : i	i	i	i	9	-5	i	-2	i	i	i
COc1ccc(CNC(=O)C[C@H]2C(=O)N(Cc3ccccc3)C[C@@H]2Cc2ccccc2)cc1
 : i	i	i	i	0	-3	i	7	i	i	i
S=C1SCN(CC2CC2)CN1CC1CC1
 : i	i	i	i	-5	-15	i	·	i	i	i
O=C(O)CCc1ccc(-c2cccs2)n1NC(=O)c1ccc(Cl)cc1
 : i	i	i	i	0	-9	i	1	i	i	i
C=CCn1c(SCC(=O)NC(N)=O)nnc1-c1cc2c(s1)CCC(CC)C2 (centres undefined)
 : i	i	i	i	1	-10	i	-1	i	i	i
CN(C)c1ccc(-n2cccc2/C=C/[N+](=O)[O-])cc1
 : i	i	i	i	-2	-5	i	-3	i	i	i
CCn1cc(CN2CCC(n3nccc3NC(=O)c3ccc4c(c3)OCO4)CC2)c(C)n1
 : i	i	i	i	-3	-11	i	1	i	i	i
Cc1ccc(NCc2nc3ccccc3n2CCOc2ccccc2)cc1
 : i	-12*	i	i	7	-7	i	-2	i	i	i
COc1ccc(-n2c(-c3cnccn3)n[nH]c2=S)cc1
 : i	i	i	i	11	-6	i	4	i	i	i
CC(C)CC(CCc1ccccc1)OS(N)(=O)=O (centres undefined)
 : i	i	i	i	16	-4	i	6	i	i	i
COc1ccc(-c2ccc(CCC(=O)O)n2-c2ccc(O)cc2)cc1
 : i	i	i	i	2	-7	i	26	i	i	i
CNCc1ccccc1Sc1ccc(OC)cc1
 : i	i	i	i	2	-3	i	-4	i	i	i
Cc1ccc(CNc2ncc(-c3ccccc3)n2C)o1
 : i	i	i	i	1	-11	i	0	i	i	i
Cc1ccc(SCCN2CCN(C)CCC2=O)cc1
 : i	i	i	i	0	-5	i	4	i	i	i
CC(=O)c1c(C)[nH]c(C(=O)CN2C(=O)NC(C)(c3ccc4c(c3)OCO4)C2=O)c1C (centres undefined)
 : i	i	i	i	9	-14	i	-7	i	i	i
NC(=Nc1ccccc1)NC(=O)c1nc(Cl)c(N)nc1N
 : i	i	i	i	1	-8	i	34	i	i	i
CCc1cc(=O)oc2c(CNCc3ccccc3F)c(O)c(Cl)cc12
 : i	i	i	i	-8	-13	i	3	i	17*	i
CCCCN(CC)CCNC(=S)Nc1ccc2nc(N3CCN(C)CC3)cc(C)c2c1
 : i	i	i	i	-9	-8	i	9	i	i	66*
Cc1nc(-c2ccc(C(=O)Nc3ccc(F)cc3)cc2)cs1
 : i	i	i	i	7	-4	i	-2	·	i	i
Cc1cc(C)n(-c2cc(Cl)cc(Cl)c2)c(=O)c1C#N
 : i	i	i	i	0	-6	i	0	i	i	i
S=c1[nH]nc(COc2ccccc2)n1/N=C/c1ccccc1Br
 : i	i	i	i	4	-9	i	-9	i	i	i
O=C(CC1S/C(=N/N=C2CCCCCC2)NC1=O)Nc1ccccc1C(F)(F)F (centres undefined)
 : i	i	i	i	3	-8	i	-4	i	i	i
CCCc1nn(C)c(C(=O)Nc2ccc(CC)cc2)c1Cl
 : i	i	i	i	-14	-2	i	-1	i	i	i
COc1ccc(NS(=O)(=O)c2ccc(NC(=O)c3ccccc3Br)cc2)nn1
 : i	i	i	i	3	-10	i	12	i	i	i
Cc1nc(C)c(C)nc1C
 : i	i	·	i	3	-7	i	·	i	i	i
CSCCC(NC(=O)c1ccccc1Br)C(=O)NC(C)CCc1ccccc1 (centres undefined)
 : i	i	i	i	-3	-3	i	6	i	i	i
CN(C)c1ncc(S(=O)(=O)c2ccccc2)c(N)n1
 : i	i	i	i	-8	-3	i	-4	i	i	i
COc1ccc(N(C)C(=O)c2cc3c(s2)-c2ccc(Cl)cc2S(=O)(=O)C3)c(OC)c1
 : i	i	i	i	6	-10	i	·	i	i	i
Cn1c(=O)c2c(nc(N/N=C/c3ccncc3)n2Cc2ccccc2)n(C)c1=O
 : i	i	i	i	-8	-7	i	-9	i	i	i
O=C(OCC1OC(Oc2ccc(O)cc2)C(O)C(O)C1O)c1ccccc1 (centres undefined)
 : i	i	i	i	1	-6	i	14	i	i	i
N#CC1(N2CCN(C(=O)c3ccccc3)CC2)CCCCC1
 : i	i	i	i	9	-2	i	5	i	i	i
COc1cc(C(=O)Oc2c(OC)cc(C(=S)N3CCOCC3)cc2OC)cc(OC)c1OC
 : i	i	i	i	8	-12	i	·	i	i	i
CCc1nc2ccccc2c(C(=O)Oc2ccc(C(=O)OC)cc2)c1C
 : i	i	i	i	-5	-20	i	-4	i	i	i
O=C(N/C(=C/c1cccc([N+](=O)[O-])c1)C(=O)N1CCCC1)c1ccccc1
 : i	i	i	i	-15	-8	i	-7	i	i	i
O=C(O)C1=NOC(CNc2ncc(C(F)(F)F)cc2Cl)C1 (centres undefined)
 : i	i	i	i	2	-5	i	-2	i	i	i
Cc1ccnc(N/C=C/C(=O)c2ccc(Br)cc2)c1
 : i	i	i	i	18	-9	i	·	i	i	i
Cc1ccc2c(c1)N(C(=O)CCC(=O)NCC(C)c1ccccc1)CC(C)O2 (centres undefined)
 : i	i	i	i	-7	-13	i	5	i	i	i
O=C(N/C(=C/c1ccc(Br)cc1)C(=O)N1CCCC1)c1ccccc1F
 : i	i	i	i	-15	-6	i	-2	i	i	i
O=C(CCCn1c(=O)[nH]c2ccccc2c1=O)N1CCN(c2ccccn2)CC1
 : i	i	i	i	-6	-8	i	-3	i	i	i
Cc1nnc(N)s1
 : i	i	i	i	-9	-9	i	-5	i	i	i
COc1ccccc1N1CCN(/N=C/c2ccc(O)c(O)c2)CC1
 : i	i	·	i	0	-1	i	·	i	i	i
Cc1c(OCC(=O)NCC(O)c2ccccc2)ccc2c(-c3ccccc3)cc(=O)oc12 (centres undefined)
 : i	i	i	i	3	-8	i	6	i	i	i
Cc1ccc(Cl)cc1N1CCN(C(=O)C2CCCN(S(=O)(=O)c3cnc[nH]3)C2)CC1 (centres undefined)
 : i	i	i	i	-10	-19	i	5	i	i	i

These rows are one share of the data; rates above refer to the full screens.
